FEN1 inhibitor – qHTS Assay for the Inhibitors of Human Flap endonuclease 1 (FEN1). Recombinant FEN1 flap cleavage, fluorescence, 15 min. Potency, µM (titrated, usually from 114 µM), for the others: at the top dose activity change, negative = inhibition, actives largely listed as inhibitors. actives 0.35% (n = 390,000); further: nearly all actives have a fitted effect of over 65% in size
Target sequence (P39748 whole entry, looked up): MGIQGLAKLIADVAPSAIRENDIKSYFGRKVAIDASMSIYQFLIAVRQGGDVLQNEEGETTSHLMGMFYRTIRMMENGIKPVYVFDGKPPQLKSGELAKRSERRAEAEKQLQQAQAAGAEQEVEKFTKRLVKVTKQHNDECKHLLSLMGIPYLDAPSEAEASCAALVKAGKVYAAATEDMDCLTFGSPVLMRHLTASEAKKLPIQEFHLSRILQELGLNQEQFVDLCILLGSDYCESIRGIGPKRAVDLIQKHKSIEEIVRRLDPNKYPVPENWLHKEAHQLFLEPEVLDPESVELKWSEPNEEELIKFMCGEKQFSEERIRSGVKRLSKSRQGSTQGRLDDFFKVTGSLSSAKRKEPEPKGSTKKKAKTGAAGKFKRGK
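In this screen, 50 nM flap DNA substrate was added to 10 nM FEN1 pretreated with compound for 15 min at room temperature; cleavage was followed with reads at 0 and 15 min, and Hill fitting gave concentration–response parameters.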
N370S GC mod – qHTS Assay for Inhibitors and Activators of N370S glucocerebrosidase as a Potential Chaperone Treatment of Gaucher Disease. N370S GC spleen homogenate, 4MU-glucoside fluorescence. actives 0.092% (n = 330,000). Potency, µM (highest dose often 59.4 µM), inactives show at the highest dose activity change, negative = inhibition, most hits filed as inhibitors;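 further: 0% = full enzyme activity and -100% = no enzyme basal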
TDP1 block – qHTS Assay for Inhibitors of Tyrosyl-DNA Phosphodiesterase (TDP1); Potency, µM (highest dose often 130 µM), for the others: at the highest dose activity change, negative = inhibition, usual class: inhibitors; AID 485290, 2010; actives 0.28% (n = 350,000); recombinant TDP1, AlphaScreen DNA substrate cleavage; further: nearly all actives have a fitted effect of over 40% in size
Target sequence (Q9NUW8 whole entry, looked up): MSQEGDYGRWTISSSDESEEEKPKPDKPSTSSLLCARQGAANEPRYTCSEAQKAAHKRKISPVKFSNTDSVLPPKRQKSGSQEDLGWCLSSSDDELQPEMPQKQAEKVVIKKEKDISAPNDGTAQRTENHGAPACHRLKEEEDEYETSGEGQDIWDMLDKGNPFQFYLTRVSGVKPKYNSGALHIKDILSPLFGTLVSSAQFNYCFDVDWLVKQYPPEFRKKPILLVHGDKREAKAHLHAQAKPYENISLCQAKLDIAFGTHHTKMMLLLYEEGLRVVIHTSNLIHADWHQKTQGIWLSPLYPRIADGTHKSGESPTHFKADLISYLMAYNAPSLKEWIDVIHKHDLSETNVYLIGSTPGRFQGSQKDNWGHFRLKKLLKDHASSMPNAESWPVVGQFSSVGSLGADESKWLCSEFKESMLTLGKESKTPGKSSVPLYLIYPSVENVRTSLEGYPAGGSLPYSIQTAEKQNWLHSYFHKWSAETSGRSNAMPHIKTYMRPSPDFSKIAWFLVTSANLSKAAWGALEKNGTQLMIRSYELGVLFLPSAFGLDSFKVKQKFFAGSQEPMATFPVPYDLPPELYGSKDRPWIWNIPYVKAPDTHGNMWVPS
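Tdp1 1 nM final; 15 min RT w/ cpd; substrate 15 nM, 5 min; beads 10 ug/ml, 10 min; AlphaScreen read. Neg ctrl: no enzyme.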
Active calls of the source: *; & = joins results of further samples; [ ] = dose if it differs, or a comment. The call rests on the fitted dose curve; in most records, active means well fitted curve in the direction sought with a large enough effect; inconclusive means small, poorly fitted or top-dose-only effect, or another doubt; inactive means no such curve, though single readings can be large; an effect the other way counts as inactive or inconclusive. Unless noted, on the % scale 0 is the no-effect control and ±100 the full control effect; potency means the concentration at half of the fitted maximal effect.

The first 4 records, ahead of the listing:
Screening O=C1CN(S(=O)(=O)c2cc(Br)ccc2Br)CCN1 returned FEN1 inhibitor -2% and TDP1 block 1%.
`CCCCn1c(-c2ccc(C)cc2)c(C)n2c3c(=O)n(C)c(=O)n(C)c3nc12` gave FEN1 inhibitor -1% and TDP1 block 2%.
`CCOC(=O)c1c(NC(=O)CN2C(=O)C(=O)N(C(C)C)C2=O)sc(C)c1CC` gave FEN1 inhibitor 0% and TDP1 block 1%[56.1 µM].
For COC/C=C/C1=CC2=CC(=O)C(C)(OC(=O)c3cnc4ccccc4n3)C(=O)C2=CN1CCN1CCOCC1 (stereo unspecified) the results were FEN1 inhibitor -8%, N370S GC mod -12%[12.8 µM] and TDP1 block 4%[21 µM].

The list itself, previewed entries included:
Screening O=C1CN(S(=O)(=O)c2cc(Br)ccc2Br)CCN1 returned FEN1 inhibitor -2% and TDP1 block 1%.
`CCCCn1c(-c2ccc(C)cc2)c(C)n2c3c(=O)n(C)c(=O)n(C)c3nc12` gave FEN1 inhibitor -1% and TDP1 block 2%.
`CCOC(=O)c1c(NC(=O)CN2C(=O)C(=O)N(C(C)C)C2=O)sc(C)c1CC` gave FEN1 inhibitor 0% and TDP1 block 1%[56.1 µM].
For COC/C=C/C1=CC2=CC(=O)C(C)(OC(=O)c3cnc4ccccc4n3)C(=O)C2=CN1CCN1CCOCC1 (stereo unspecified) the results were FEN1 inhibitor -8%, N370S GC mod -12%[12.8 µM] and TDP1 block 4%[21 µM].
O=C(CCCCCN1C(=O)c2ccccc2C1=O)NCCc1nc2ccccc2[nH]1 was read as FEN1 inhibitor -6%, N370S GC mod -10% and TDP1 block 2%.
Screening CCOc1ccc(CNC(=O)CCCN2C(=O)C(c3ccccc3)Oc3cccnc32)cc1 (stereo unspecified) returned FEN1 inhibitor 20%, N370S GC mod 4% and TDP1 block 3%.
CCCSc1ncc(Cl)c(C(=O)N(Cc2ccc(Cl)cc2)Cc2ccco2)n1 was read as FEN1 inhibitor -12% and TDP1 block -9%.
`Cc1ccc2[nH]c3nc(N/N=C/c4cccc(O)c4)nnc3c2c1` gave FEN1 inhibitor -14% and N370S GC mod 0%.
O=C(Nc1cccc(Cl)c1)C1CCCCC1 was read as FEN1 inhibitor -3% and N370S GC mod -6%.
Cn1c(=O)oc2cc(S(=O)(=O)N3CCCC(C(=O)Nc4ccc(Br)cc4F)C3)ccc21 (stereo unspecified) was read as FEN1 inhibitor 10% and TDP1 block -4%.
For COc1ccc(S(=O)(=O)N(CCC(=O)O)Cc2ccccc2)cc1 the results were FEN1 inhibitor -1%, N370S GC mod 11% and TDP1 block -12%.
Cc1nc2ccccc2nc(C)c1=NOCc1cccc(F)c1 was read as FEN1 inhibitor -14%, N370S GC mod -4% and TDP1 block 6%.
CCOc1cccc2cc(C(N)=O)c(=N)oc12 was read as FEN1 inhibitor 1%, N370S GC mod 4% and TDP1 block 4%.
`Cc1ccccc1-c1nc(CS(=O)(=O)CC(=O)NCC(C)c2ccccc2)c(C)o1` (stereo unspecified) gave FEN1 inhibitor -20% and TDP1 block 8%.
COC(=O)C(C)Sc1nc2c(c(=O)n1-c1ccccc1)SCC2 (stereo unspecified) was read as FEN1 inhibitor 1%, N370S GC mod 10% and TDP1 block 5%.
COc1ccc(-c2cc(-c3ccccc3)nc(-c3ccc4c(c3)NC(=O)CO4)c2)cc1 was read as FEN1 inhibitor -19%, N370S GC mod -5% and TDP1 block 6%.
Screening COc1ccc(OC)c(NC(=O)c2cnc(N3CCCC3)nc2C)c1 returned FEN1 inhibitor -5% and TDP1 block 1%.
`O=C(O)Cn1c(=O)c2c3c(sc2n(Cc2ccc(Cl)cc2Cl)c1=O)CCCC3` gave FEN1 inhibitor 4% and N370S GC mod 15%.
CCOc1ccc(CCNC(=O)c2cccnc2N2CCCC2)cc1OCC was read as FEN1 inhibitor 2%, N370S GC mod 6% and TDP1 block -2%.
`CN(CC(=O)NC1CC1)S(=O)(=O)c1ccc(F)cc1` gave FEN1 inhibitor 9%, N370S GC mod 0% and TDP1 block 1%.
`C[C@@H]1C=C[C@](Cc2ccccc2)(C(=O)NCCCNc2ncc(C(F)(F)F)cc2Cl)N1C(=O)c1ccccc1` gave N370S GC mod 3% and TDP1 block 10%.
COC(=O)c1cc(Cl)c(NC(=O)c2ccc(F)cc2)cc1OC was read as FEN1 inhibitor -13%, N370S GC mod 5% and TDP1 block -1%.
CCn1cc(S(=O)(=O)N2CCCC2)cn1 was read as FEN1 inhibitor -3%, N370S GC mod 1% and TDP1 block 3%.
`O=c1c2c3c(sc2n(Cc2cc(=O)n4ccccc4n2)c(=O)n1-c1ccc(Cl)cc1)CCC3` gave FEN1 inhibitor 22% and TDP1 block 1%.
For O=C(c1ccc(S(=O)(=O)c2ccc(Cl)cc2)cc1)N1CCOCC1 the results were FEN1 inhibitor 4%, N370S GC mod 5% and TDP1 block -3%.
Screening O=C(CC1C(=O)OCN1C(=O)OCc1ccccc1)OCC(=O)c1ccccc1 (stereo unspecified) returned FEN1 inhibitor -3%, N370S GC mod 4% and TDP1 block 2%.
c1csc(C(c2nnnn2C2CCCC2)N2CCCC3(CCCCC3)C2)c1 (stereo unspecified) was read as FEN1 inhibitor -4%, N370S GC mod -2% and TDP1 block -2%.
Screening CCOc1ccc2ncc3c(-c4ccc(C)cc4)nn(-c4cccc(F)c4)c3c2c1 returned FEN1 inhibitor 17% and TDP1 block -2%.
`O=C1CCCCC1` gave FEN1 inhibitor 3%, N370S GC mod 0% and TDP1 block 1%&7%.
For Cc1ccc2nc(SCc3ccc([N+](=O)[O-])cc3)[nH]c2c1 the results were FEN1 inhibitor -4%, N370S GC mod 28% and TDP1 block -1%.

Part of the list above in order of length of the SMILES, smallest number first:
Screening COc1ccc(OC)c(NC(=O)c2cnc(N3CCCC3)nc2C)c1 returned FEN1 inhibitor -5% and TDP1 block 1%.
For Cc1ccc2nc(SCc3ccc([N+](=O)[O-])cc3)[nH]c2c1 the results were FEN1 inhibitor -4%, N370S GC mod 28% and TDP1 block -1%.
`Cc1ccccc1-c1nc(CS(=O)(=O)CC(=O)NCC(C)c2ccccc2)c(C)o1` (stereo unspecified) gave FEN1 inhibitor -20% and TDP1 block 8%.
`CCCCn1c(-c2ccc(C)cc2)c(C)n2c3c(=O)n(C)c(=O)n(C)c3nc12` gave FEN1 inhibitor -1% and TDP1 block 2%.

Additional entries:
`CCOC(=S)SCC(=O)N1CCc2cc(OC)c(OC)cc2C1C1C(=O)CC(C)(C)CC1=O` (stereo unspecified) gave FEN1 inhibitor 2%, N370S GC mod 0% and TDP1 block -4%.
`Nc1c(C(=O)c2ccccc2)sc2snc(SCC(=O)c3ccccc3)c12` gave FEN1 inhibitor -1%, N370S GC mod 4% and TDP1 block 12%.
CN(C)C(=O)c1ccc(S(=O)(=O)NCc2ccc(Cl)cc2)s1 was read as FEN1 inhibitor 13% and TDP1 block 6%.
O=C(Nc1cccc(S(=O)(=O)N2CCCCC2)c1)c1cc([N+](=O)[O-])ccc1N1CCOCC1 was read as FEN1 inhibitor -3% and N370S GC mod -8%.
O=C(Cc1ccc(Cl)cc1)NCCN1CCCC1 was read as FEN1 inhibitor 8%, N370S GC mod -4% and TDP1 block -3%.
`CCN(c1ccc(C(=O)CN2C(=O)NC3(CCOc4ccccc43)C2=O)cc1)S(C)(=O)=O` (stereo unspecified) gave FEN1 inhibitor -11% and TDP1 block 1%.
Screening CCCC1(C(=O)O)NC(c2cccc(OC)c2O)C2C(=O)N(c3ccccc3)C(=O)C21 (stereo unspecified) returned FEN1 inhibitor -3%, N370S GC mod -3% and TDP1 block 0%.
Screening CC1CCCCN1CCNC(=O)CN1C(=O)COc2ccccc21 (stereo unspecified) returned FEN1 inhibitor -13%, N370S GC mod 5% and TDP1 block 1%.
For O=C(NC1CCCCCC1)c1ccc(=O)n(Cc2ccccc2)n1 the results were FEN1 inhibitor -3%, N370S GC mod -2% and TDP1 block 3%.
Screening C/C(=N/Nc1ccnc2cc(Cl)ccc12)c1ccc(N)cc1 returned FEN1 inhibitor inconclusive and N370S GC mod -28%.
Screening COc1ccc(-n2c(Cc3cc(=O)[nH]c(=O)[nH]3)nnc2SCC(=O)Nc2ccccc2)cc1 returned FEN1 inhibitor 4%, N370S GC mod -2% and TDP1 block 4%.
Screening O=C(N/N=C/c1ccc(O)cc1)c1cc[n+](Cc2ccccc2)cc1 returned FEN1 inhibitor 2%, N370S GC mod 2% and TDP1 block 4%.
For O=C(Nc1cccc(Cl)c1Cl)c1cc(S(=O)(=O)NCc2ccc3c(c2)OCO3)ccc1F the results were FEN1 inhibitor -2% and TDP1 block 0%.
For Cc1oc(C(C)(C)C)cc1C(=O)N1CCN(c2ncccc2C(F)(F)F)CC1 the results were FEN1 inhibitor 6%, N370S GC mod 0% and TDP1 block -4%.
Screening COc1cc(C(=O)OCC(=O)NC2CCS(=O)(=O)C2)c([N+](=O)[O-])cc1OC (stereo unspecified) returned FEN1 inhibitor -1%, N370S GC mod -9% and TDP1 block -2%.
`CC1CC(C)CN(S(=O)(=O)c2ccc(NN)nc2)C1` (stereo unspecified) gave FEN1 inhibitor -2%, N370S GC mod 3% and TDP1 block 0%.
Cc1nonc1NC(=O)OC1CCCCC1 was read as FEN1 inhibitor 1%, N370S GC mod 3% and TDP1 block 1%.
COc1ccccc1-c1cc(C(F)(F)F)nc(S(=O)(=O)CCCC(=O)Nc2cc(OC)c(OC)c(OC)c2)n1 was read as FEN1 inhibitor -1% and TDP1 block 6%.
Screening Cc1ccc(CNc2ccc(Cl)cc2[N+](=O)[O-])cc1 returned FEN1 inhibitor -9%, N370S GC mod 7% and TDP1 block 11%.
`CC(=O)Nc1cc(NC(=O)C2C3C=CC(C3)C2C(=O)O)ccc1Cl` (stereo unspecified) gave FEN1 inhibitor -3%, N370S GC mod 0% and TDP1 block -5%.
For CC(SCc1ccccc1)C(=O)Nc1ccccc1Br (stereo unspecified) the results were FEN1 inhibitor 0% and N370S GC mod 3%.
Screening CC(/C=N\Nc1nnc2c(n1)[nH]c1c(C)cccc12)=C\c1ccco1 returned FEN1 inhibitor -15%, N370S GC mod -12% and TDP1 block 7%.
Cc1ccc(NC(=O)c2ccc3ccccc3n2)nc1 was read as FEN1 inhibitor -3%, N370S GC mod inconclusive and TDP1 block 2%.
For CCOC(=O)N1CCc2c(sc(NC(=O)CN3CCOCC3)c2C(=O)Nc2ccccc2)C1 the results were FEN1 inhibitor -10%, N370S GC mod 5% and TDP1 block 5%.
`CC1CC(C(F)(F)C(F)(F)F)n2nc(C(=O)O)cc2N1` (stereo unspecified) gave FEN1 inhibitor -1%, N370S GC mod 1% and TDP1 block 0%.
Screening Cc1ccc(SCC(=O)Nc2ccc(N3CCOCC3)cc2)c(C)c1 returned FEN1 inhibitor -11%, N370S GC mod 2% and TDP1 block -2%.
For CC(=O)NCCn1c(SCC#N)nc2ccccc2c1=O the results were FEN1 inhibitor -16%, N370S GC mod -2% and TDP1 block -3%.
For Cc1cccc(OCc2nc(-c3ccc(-n4cccc4)cc3)no2)c1 the results were FEN1 inhibitor 19%, N370S GC mod -5% and TDP1 block 7%.
Screening CC(C)c1ccc(CNc2nc3nc4c(c(=O)n3[nH]2)CCC4)cc1 returned FEN1 inhibitor -6%, N370S GC mod 6% and TDP1 block 0%.
O=C(C1CCCC1)N1CCN(S(=O)(=O)c2cccc(Cl)c2Cl)CC1 was read as FEN1 inhibitor 14% and N370S GC mod -13%.

Entries listed so far with a furan ring, fused or not (three):
CCCSc1ncc(Cl)c(C(=O)N(Cc2ccc(Cl)cc2)Cc2ccco2)n1 was read as FEN1 inhibitor -12% and TDP1 block -9%.
For Cc1oc(C(C)(C)C)cc1C(=O)N1CCN(c2ncccc2C(F)(F)F)CC1 the results were FEN1 inhibitor 6%, N370S GC mod 0% and TDP1 block -4%.
Screening CC(/C=N\Nc1nnc2c(n1)[nH]c1c(C)cccc12)=C\c1ccco1 returned FEN1 inhibitor -15%, N370S GC mod -12% and TDP1 block 7%.

Other results.
Screening Cc1ccc(C(=O)N2CCN(C(=O)C3CCCO3)CC2)cc1 (stereo unspecified) returned FEN1 inhibitor -10% and TDP1 block 1%.
`O=C(COC(=O)/C=C/c1cc(Br)ccc1F)Nc1ccc2[nH]c(=O)[nH]c2c1` gave FEN1 inhibitor -7%, N370S GC mod 3% and TDP1 block 3%[0.505 µM].
For O=C(CSc1cn(CC(=O)N2CCOCC2)c2ccccc12)Nc1ccccc1F the results were FEN1 inhibitor 1% and TDP1 block 3%.
Screening COC(=O)c1cc2occc2n1CC(=O)Nc1cccc(SC)c1 returned FEN1 inhibitor -3% and TDP1 block 1%.
For Cc1csc(NC(=O)C2CC(=O)N(c3ccc(C)c(C)c3)C2)n1 (stereo unspecified) the results were FEN1 inhibitor -2%, N370S GC mod 0% and TDP1 block -7%.
For Cc1ccc(CNC(=S)N2CCOCC2)cc1 the results were FEN1 inhibitor -1%, N370S GC mod -2% and TDP1 block 0%.
Screening CC(O)(C#CCN1CCCCC1)c1ccccc1 (stereo unspecified) returned FEN1 inhibitor 5%, N370S GC mod -3% and TDP1 block 2%.

High-throughput results: PubChem, National Center for Advancing Translational Sciences (NCATS)
